PvdQ acylase = P. aeruginosa PvdQ acylase inhibition | purified PvdQ acylase, fluorescence plate reader | AID 488965 | inhibition, % at 10 µM | actives 0.063% (n = 340,000); in the data active means inhibition above about 30%, passing the limit was not always enough;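 further: 0% = vehicle neutral wells and 100% = reference inhibitor wells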
SR-BI uptake up = SR-BI HDL lipid transfer activation. CHO ldlA[mSR-BI] cells, DiI-HDL uptake fluorescence, 3 h; 100 = double the neutral-control signal. activation, % at 12.5 µM. actives 0.096% (n = 320,000). AID 504775;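 active means mean replicate activation of at least 60% and every replicate at or above 60%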;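 further: 0% = median plate neutral-control signal and 100% = twice that signal; values of inactives mirror those of a sister screen read the other way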
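Material – SR-BI-overexpressing, LDLR-lacking CHO cells · Medium – BSA-supplemented, HEPES-buffered Ham's F12, pH 7.4 · Doses – single concentration · Times – compound with DiI-HDL co-incubation, 3 h at 37 °C · Measured by – bottom-read fluorescence, 550/595 nm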
Keap1-Nrf2 PPI = inhibitors of human Keap1-Nrf2 protein-protein interaction; actives 0.15% (n = 340,000); Keap1 Kelch-Nrf2 peptide fluorescence polarization, 1536-well; inhibition, % at 9.4 µM; Q14145; in the data active means inhibition above about 12%;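 further: human Keap1 Kelch domain with fluorescein labeled Nrf2 9mer peptide probe; 0% = neutral control wells and 100% = peptide positive control; higher means more block of Keap1 binding to Nrf2 peptide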
C-LANA FP = KSHV C-LANA DNA binding inhibition; AID 504423; MBP-C-LANA/FAM-LBS DNA binding, fluorescence polarization; actives 0.078% (n = 340,000); inhibition, % at 9 µM;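 active means highest replicate inhibition at or above 60% at 9 µM, even if other replicates fall short; inactive means all replicates below 60% inhibition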;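 further: 0% = neutral control wells and 100% = 4 µM acridine orange control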
NSD2 inh = inhibitors of human histone methyltransferase NSD2; O96028; NSD2 peptide methylation, AlphaScreen, 120 min; inhibition, % at 12.5 µM; actives 0.54% (n = 310,000); AID 743445; in the data active means inhibition above about 50%
Cardiac RTF inh = cardiac RTF calcium desensitization | P19429+P45379 | IANBD-labeled cardiac RTF, Ca2+ fluorescence | inhibition, % at 7.15 µM | actives 0.12% (n = 340,000);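 active means inhibition above the mean inhibition of all tested compounds plus 3 SD, cut at about 17% in these data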;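 further: assay run at fixed EC70 calcium of 1.6 mM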
PKA-R2B act = PKA-R2B complex activation. PKA-R2B holoenzyme dissociation, Cy5-IP20 fluorescence polarization; R2B truncated from residue 108, S112A mutant; 0% DMSO only, 100% 113 µM cGMP. activation, % at 11.4 µM. actives 0.079% (n = 340,000);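 active means activation above a cutoff set at the mean over all compounds plus 3 SD, cut at about 18% in these data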;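 further: higher means more holoenzyme dissociation and a rise in polarization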
Target sequence (P31323 whole entry, looked up, other chains not shown, the tested form may be a part): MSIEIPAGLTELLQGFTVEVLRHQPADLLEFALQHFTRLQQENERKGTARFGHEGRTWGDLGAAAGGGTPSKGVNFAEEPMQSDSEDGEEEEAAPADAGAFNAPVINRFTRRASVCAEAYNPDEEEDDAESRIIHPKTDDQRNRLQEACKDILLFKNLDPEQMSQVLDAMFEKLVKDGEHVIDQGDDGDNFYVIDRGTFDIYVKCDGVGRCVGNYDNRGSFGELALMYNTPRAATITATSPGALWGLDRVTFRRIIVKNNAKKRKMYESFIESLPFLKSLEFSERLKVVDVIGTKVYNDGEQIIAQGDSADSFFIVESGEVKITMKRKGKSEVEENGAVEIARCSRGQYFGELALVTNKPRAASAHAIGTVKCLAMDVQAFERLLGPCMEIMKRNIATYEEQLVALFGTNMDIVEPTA
SR-BI HDL uptake = mouse SR-BI HDL lipid transfer inhibition; Q61009; ldlA[mSR-BI] CHO cells, DiI-HDL uptake fluorescence, 3 h; inhibition, % at 12.5 µM; actives 0.96% (n = 320,000); AID 488896;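 active means mean replicate inhibition of at least 70% and a set share of replicates each scoring 70 or more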;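 further: 0% = median of neutral control wells and 100% = median of positive control wells; values of inactives mirror those of a sister screen read the other way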
Arr AP2 block = human beta-arrestin and AP2 interaction inhibition. inhibition, % at 10 µM. AID 504490. FITC-arrestin peptide / GST-AP2 beads, flow cytometry; AP2 beta2 appendage carries R879A mutation. actives 0.31% (n = 340,000);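 active means inhibition above a set limit, near 3 SD of compounds lacking own fluorescence, cut at about 54% in these data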;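 further: plate controls were DMSO wells for no effect and 5 µM unlabelled arrestin peptide for full effect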
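Material – AP2 appendage R879A on GSH beads · Buffer or medium – PBS with 0.05% Tween 20 and 0.1% BSA · Probe or stimulus – fluorescein-tagged arrestin peptide at 50 nM final · Incubation – compound with beads 12 min RT, then probe 1 h RT · Detection – high-throughput flow cytometry of beads, ex 488, em 535 nm · Evaluation – percent response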
DAGLB inh = blocks human DAGLB lipase activity | Q8NCG7 | HEK293T DAGLB membrane lysate, EnzChek fluorogenic substrate | inhibition, % at 5.17 µM | actives 0.059% (n = 340,000) | AID 504411; in the data active means inhibition above about 34%;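 further: 0% = enzyme with vehicle and 100% = wells lacking enzyme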
Target sequence (Q8NCG7 whole entry, looked up): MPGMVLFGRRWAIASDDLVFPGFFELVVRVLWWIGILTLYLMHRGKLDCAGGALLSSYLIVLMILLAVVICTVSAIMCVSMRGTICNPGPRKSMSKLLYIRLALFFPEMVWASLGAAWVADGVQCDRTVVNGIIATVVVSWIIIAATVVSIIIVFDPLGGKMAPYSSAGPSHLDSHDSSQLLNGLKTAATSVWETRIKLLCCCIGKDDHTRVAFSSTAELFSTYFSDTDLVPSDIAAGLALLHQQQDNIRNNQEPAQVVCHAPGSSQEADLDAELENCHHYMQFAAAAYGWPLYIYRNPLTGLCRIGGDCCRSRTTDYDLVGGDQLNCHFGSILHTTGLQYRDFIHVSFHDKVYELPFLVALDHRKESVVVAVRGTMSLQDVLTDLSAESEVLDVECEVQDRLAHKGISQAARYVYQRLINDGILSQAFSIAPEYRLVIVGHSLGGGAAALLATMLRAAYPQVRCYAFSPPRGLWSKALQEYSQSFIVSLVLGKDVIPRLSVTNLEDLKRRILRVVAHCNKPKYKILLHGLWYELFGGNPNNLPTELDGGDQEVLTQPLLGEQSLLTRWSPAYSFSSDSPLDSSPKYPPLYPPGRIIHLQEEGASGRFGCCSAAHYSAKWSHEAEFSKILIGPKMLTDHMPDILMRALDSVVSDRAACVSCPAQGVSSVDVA
Active calls of the source: *; . = no result given.

| SMILES | PvdQ acylase | SR-BI uptake up | Keap1-Nrf2 PPI | C-LANA FP | NSD2 inh | Cardiac RTF inh | PKA-R2B act | SR-BI HDL uptake | Arr AP2 block | DAGLB inh |
| --- | --- | --- | --- | --- | --- | --- | --- | --- | --- | --- |
| CCN(CC)CCOC(=O)C1c2ccccc2Oc2ccccc21 | 2 | 10 | 7 | 1.7 | 7 | -15 | -5 | -10 | -3 | 3 |
| O=C(N/N=C/c1c(O)n(Cc2ccco2)c(=O)[nH]c1=O)c1ccccc1 | -12 | -6 | -11 | -0.4 | -1 | -4 | 9 | 6 | 4 | -1 |
| Cc1ccc(-c2nn3nnnc3c3ccccc23)cc1 | -15 | -7 | 3 | -1.9 | -11 | -1 | -4 | 7 | -5 | -3 |
| COc1ccc(OCCn2c(=O)sc3ccccc32)cc1 | 8 | 9 | 5 | 0.1 | 27 | -3 | 6 | -9 | 17 | -2 |
| CC(C)COC(=O)C1C2C=CC3(CN(C4CCCC4)C(=O)C13)O2 (centres undefined) | -5 | 0 | -2 | 2.1 | . | -4 | 2 | 0 | 9 | 3 |
| COc1cc(NS(=O)(=O)c2ccc(NC(=O)COc3ccc(C)cc3C)cc2)nc(OC)n1 | -7 | 11 | -3 | -0.4 | 3 | 5 | -7 | -11 | -7 | 4 |
| O=C(C1CCOCC1)N1CCCC(N2CCN(c3cccc(Cl)c3)CC2)C1 (centres undefined) | -7 | 10 | 2 | -2.2 | 3 | -10 | -9 | -10 | 15 | 0 |
| NC(=S)NC(c1ccccc1)c1ccncc1 (centres undefined) | 7 | . | -3 | 1.4 | 1 | 0 | -4 | . | 19 | 0 |
| COC(=O)c1ccccc1NC(=O)NCc1ccncc1 | -16 | -5 | 1 | 0.1 | 1 | -9 | -10 | 5 | -2 | 1 |
| O=C(CSc1nccn1-c1ccc(F)cc1)Nc1ccc2c(c1)OCO2 | -13 | 8 | -7 | 2.0 | 4 | 5 | 1 | -8 | 1 | -1 |
| C/C(=C\c1ccccc1)C(=O)NC1CCSC1=O (centres undefined) | -14 | -3 | 1 | -1.3 | -2 | -5 | -13 | 3 | 5 | 1 |
| CC(C)C(OC(=O)CN1C(=O)COc2ccccc21)C(=O)NC1CCCCC1 (centres undefined) | -15 | . | 1 | 0.3 | -5 | -12 | 5 | . | 35 | -1 |
| CC(C)CC(=O)N1CCC(N(CCc2ccccc2)Cc2ccccc2)CC1 | -8 | -32 | -4 | 3.9 | -2 | 1 | -1 | 32 | 2 | -7 |
| O=C(COc1ccc2ccccc2c1)NCCn1ccc2ccccc21 | -17 | -7 | -3 | 0.0 | . | 0 | -20 | 7 | -6 | -6 |
| O=C(CCn1c(=O)[nH]c2ccccc2c1=O)Nc1ccccc1 | -10 | 15 | -4 | -1.2 | -4 | -2 | 3 | -15 | -14 | 1 |
| Cn1cnnc1SCC(=O)Nc1cc(C(F)(F)F)ccc1N1CCOCC1 | -14 | 7 | -1 | 3.4 | -1 | 0 | -3 | -7 | 22 | 0 |
| COc1cc2ncnc(NCc3cc(F)ccc3F)c2cc1OC | -5 | -5 | -2 | 2.2 | -3 | 5 | 8 | 5 | 11 | 2 |
| NS(=O)(=O)c1ccc(NN=C2CCN(Cc3ccccc3)CC2)c([N+](=O)[O-])c1 | -10 | -5 | -3 | -0.4 | 47 | -10 | 4 | 5 | -24 | 1 |
| CC1CCCC(C)N1CCNC(=O)C1CCN(S(=O)(=O)N2CCCCC2)CC1 (centres undefined) | -10 | 32 | -5 | 4.5 | 2 | -10 | 8 | -32 | -9 | 2 |
| CC(C)N1C(=S)SC(C)(C)C1n1oc(=O)n(-c2ccc(Cl)c(Cl)c2)c1=O (centres undefined) | -8 | 5 | -1 | 1.6 | . | -16 | 6 | -5 | 19 | -3 |
| O=C(C1CC1)N1CCc2cc(S(=O)(=O)N(CCO)Cc3ccccc3)ccc21 | 2 | -9 | -1 | 0.0 | -5 | 3 | 4 | 9 | -6 | 2 |
| CCOC(=O)N1CCN(CC(O)COCc2cc(OC)c(OC)c(OC)c2)CC1 (centres undefined) | 0 | 23 | -1 | -0.8 | -2 | 3 | -11 | -23 | 4 | 2 |
| COc1cccc(-c2nnn(CC(=O)Nc3cc(OC)c(NC(=O)c4ccco4)cc3OC)n2)c1 | -4 | -49 | -4 | 0.1 | 0 | -2 | -21 | 49 | 1 | -3 |
| COC(=O)N/N=C1\CCCc2c(C)cc(C)cc21 | -5 | 3 | 1 | -0.9 | -5 | 0 | -11 | -3 | 20 | 1 |

At a glance, part of the list above:
| SMILES | PvdQ acylase | SR-BI uptake up | Keap1-Nrf2 PPI | C-LANA FP | NSD2 inh | Cardiac RTF inh | PKA-R2B act | SR-BI HDL uptake | Arr AP2 block | DAGLB inh |
| --- | --- | --- | --- | --- | --- | --- | --- | --- | --- | --- |
| CC(C)CC(=O)N1CCC(N(CCc2ccccc2)Cc2ccccc2)CC1 | -8 | -32 | -4 | 3.9 | -2 | 1 | -1 | 32 | 2 | -7 |
| O=C(COc1ccc2ccccc2c1)NCCn1ccc2ccccc21 | -17 | -7 | -3 | 0.0 | . | 0 | -20 | 7 | -6 | -6 |
| O=C(CCn1c(=O)[nH]c2ccccc2c1=O)Nc1ccccc1 | -10 | 15 | -4 | -1.2 | -4 | -2 | 3 | -15 | -14 | 1 |
| Cn1cnnc1SCC(=O)Nc1cc(C(F)(F)F)ccc1N1CCOCC1 | -14 | 7 | -1 | 3.4 | -1 | 0 | -3 | -7 | 22 | 0 |
| COc1cc2ncnc(NCc3cc(F)ccc3F)c2cc1OC | -5 | -5 | -2 | 2.2 | -3 | 5 | 8 | 5 | 11 | 2 |
| NS(=O)(=O)c1ccc(NN=C2CCN(Cc3ccccc3)CC2)c([N+](=O)[O-])c1 | -10 | -5 | -3 | -0.4 | 47 | -10 | 4 | 5 | -24 | 1 |
| CC1CCCC(C)N1CCNC(=O)C1CCN(S(=O)(=O)N2CCCCC2)CC1 (centres undefined) | -10 | 32 | -5 | 4.5 | 2 | -10 | 8 | -32 | -9 | 2 |
| CC(C)N1C(=S)SC(C)(C)C1n1oc(=O)n(-c2ccc(Cl)c(Cl)c2)c1=O (centres undefined) | -8 | 5 | -1 | 1.6 | . | -16 | 6 | -5 | 19 | -3 |
| O=C(C1CC1)N1CCc2cc(S(=O)(=O)N(CCO)Cc3ccccc3)ccc21 | 2 | -9 | -1 | 0.0 | -5 | 3 | 4 | 9 | -6 | 2 |
| CCOC(=O)N1CCN(CC(O)COCc2cc(OC)c(OC)c(OC)c2)CC1 (centres undefined) | 0 | 23 | -1 | -0.8 | -2 | 3 | -11 | -23 | 4 | 2 |
| COc1cccc(-c2nnn(CC(=O)Nc3cc(OC)c(NC(=O)c4ccco4)cc3OC)n2)c1 | -4 | -49 | -4 | 0.1 | 0 | -2 | -21 | 49 | 1 | -3 |

Remaining list, next part.
molecule	PvdQ acylase	SR-BI uptake up	Keap1-Nrf2 PPI	C-LANA FP	NSD2 inh	Cardiac RTF inh	PKA-R2B act	SR-BI HDL uptake	Arr AP2 block	DAGLB inh
COc1ccc(C(=O)N(CCc2ccccc2)Cc2ccccc2)c(OC)n1	-8	15	2	0.2	-1	-1	-6	-15	6	-11
C[C@@H](C(=O)Nc1ccc2ccccc2c1)[C@H]1C[C@]1(C)[C@H](NC(=O)c1cnccn1)c1ccccc1	-17	13	-4	2.0	.	-8	-13	-13	-4	-2
CCc1ccccc1N(CC(=O)Nc1cccc(N(C)S(C)(=O)=O)c1)S(C)(=O)=O	7	15	0	0.6	1	4	-4	-15	14	0
COc1cn(-c2ccccc2)nc1C(=O)Nc1ccc(C)cc1Cl	-16	-56	-1	-0.3	-1	1	-13	56	1	-6
Cc1ccc(/C=C2/SC(=S)N(CCCC(=O)Nc3cc([N+](=O)[O-])ccc3O)C2=O)cc1	-2	-29	0	3.1	.	1	1	29	-5	4
O=C(CC1C(=O)NCCN1Cc1cccc(Oc2ccccc2)c1)NCCn1cccn1 (centres undefined)	-3	50	1	-1.2	0	-8	6	-50	-6	-3
CCCCc1ccc(NC(=O)C2CCCO2)cc1 (centres undefined)	-13	4	-1	0.6	1	-9	2	-4	1	-2
CC(Oc1ccc(Cl)cc1Cl)C(=O)NC1=NN(c2ccccc2)C(=O)C1 (centres undefined)	-12	1	5	0.5	.	-2	-4	-1	-2	27
COc1cc(NC(=O)CN2C(=O)NC(C)(CCC(C)C)C2=O)cc(OC)c1 (centres undefined)	11	-10	-3	1.2	7	10	-7	10	17	-1
C/C(=N/n1cnnc1)c1cccnc1	2	4	-2	0.9	18	0	6	-4	4	0
Cc1cc(NC(=O)CS(=O)(=O)c2cn(Cc3cccc(F)c3)c3ccccc23)no1	-12	-37	3	-0.6	3	-11	-6	37	1	-1
Cc1ccc(Sc2c(C(=O)Nc3ccc(F)cc3F)c(C(F)(F)F)nn2C)cc1	-8	-7	-2	0.8	-2	-1	-12	7	-2	-23
C/C(=N/Nc1ccc(F)cc1)c1ccc(Cl)s1	-15	2	-1	-1.1	1	-5	-5	-2	-4	-1
CCOC(=O)c1ccc(-n2c(CN3CCOCC3)nc3ccc([N+](=O)[O-])cc3c2=O)cc1	-16	.	-4	0.5	.	-21	-4	.	0	0
Cc1ccc(-c2cc(C(=O)N3CCc4ccccc4C3)no2)cc1	13	1	-6	-0.6	-2	5	-12	-1	2	-7
Cc1ccc(CS(=O)(=O)CCC(=O)NCCCN2CCCC2=O)cc1	-11	18	0	-1.0	.	-8	3	-18	13	-1
O=C(OCC(=O)N1CCN(S(=O)(=O)c2ccc(Cl)cc2)CC1)c1cc(Br)ccc1O	-15	-9	-8	-1.3	-3	-13	-3	9	1	3
COc1cc(NC(=S)N2CCN(c3ccccn3)CC2)cc(OC)c1	6	14	-2	-4.1	-2	-5	-7	-14	10	3
O=C(CCCN1C(=O)c2cccnc2C1=O)Nc1ccc(Br)cc1	14	7	-3	0.4	39	-8	-4	-7	-34	-3
O=C(NC1CCCCC1)Sc1ccc(Cl)cc1	1	15	0	-1.6	-1	2	5	-15	4	-9
CC(C(=O)N1CCCCCC1)c1ccc([N+](=O)[O-])cc1 (centres undefined)	4	3	5	-0.6	0	-7	-6	-3	20	-1
COC(=O)c1cccc(NC(=O)CCc2c(C)noc2C)c1	-5	-2	-1	-2.5	-5	-3	4	2	-4	-1
C/C(=N\N=C(/N)SC1CC(=O)N(c2ccc(Cl)c(Cl)c2)C1=O)c1cccs1 (centres undefined)	-9	-59	6	0.8	-2	-5	-6	59	5	1
CC(C)NC(=O)c1c(O)c2cccc3c2n(c1=O)CCC3	-5	-50	-5	-0.3	-5	3	0	50	9	-5
CS(=O)(=O)c1ccc(Cl)c(NC(=O)CCCc2nc3ccccc3c(=O)[nH]2)c1	-14	23	-5	-0.7	-1	-8	4	-23	-15	0
O=C1CC2(CCCC2)Oc2ccc(Cl)cc21	-10	7	4	2.9	.	-8	-11	-7	0	-1

Compounds were not picked by outcome; about 2.1% have a hit in one of these screens.
